p97 ATPase inh – inhibitors of human p97 ATPase, primary screen, biochemical. Transitional endoplasmic reticulum ATPase (Homo sapiens), P55072. inhibition, % at 8 µM. recombinant p97 ATPase, Kinase-Glo ATP luminescence, 3 h. AID 1481, 2009. 220,000 tested, 0.42% active; in the data active = inhibition above about 15%;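 note: 0% = DMSO vehicle and 100% = wells lacking enzyme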
FXIIa inh – human FXIIa protease inhibitors, primary screen, biochemical, 1536-well; purified FXIIa, Boc-QGR-AMC fluorogenic substrate, 2 h; inhibition, % at 5 µM; 220,000 tested, 0.3% active; AID 800, 2007; in the data active = inhibition above about 40%;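 note: 0% = enzyme with no compound and 100% = blank without enzyme; many of its hits are not listed in these tables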
Target sequence (P00748 20-372 limits assumed): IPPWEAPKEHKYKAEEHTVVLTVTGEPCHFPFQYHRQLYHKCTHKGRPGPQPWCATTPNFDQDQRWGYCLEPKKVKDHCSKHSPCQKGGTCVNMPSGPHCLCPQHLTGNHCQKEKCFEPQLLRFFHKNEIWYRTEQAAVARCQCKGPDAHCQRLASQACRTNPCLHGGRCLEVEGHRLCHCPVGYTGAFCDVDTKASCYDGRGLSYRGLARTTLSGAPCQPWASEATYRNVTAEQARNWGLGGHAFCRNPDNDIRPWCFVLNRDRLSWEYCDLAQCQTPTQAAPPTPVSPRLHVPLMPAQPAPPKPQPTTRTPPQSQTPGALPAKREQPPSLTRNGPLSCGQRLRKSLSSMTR
Target sequence (P00748 373-615 limits assumed): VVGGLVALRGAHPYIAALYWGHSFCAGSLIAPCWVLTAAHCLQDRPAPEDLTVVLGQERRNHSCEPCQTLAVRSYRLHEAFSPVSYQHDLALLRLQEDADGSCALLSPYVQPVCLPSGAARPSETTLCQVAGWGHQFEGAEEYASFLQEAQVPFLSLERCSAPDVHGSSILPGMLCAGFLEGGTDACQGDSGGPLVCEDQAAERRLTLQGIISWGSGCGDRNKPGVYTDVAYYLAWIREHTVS
Wee1 degr inh – Wee1 degradation inhibitors, primary screen, cell-based, HeLa, Wee1K328M-luciferase, luminescence. reporter increase, % at 5 µM. HeLa Luc-Wee1K328M stability; 100% = proteasome inhibitor MG132 effect. 220,000 tested, 1.2% active. Wee1-like protein kinase (Homo sapiens), P30291;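 active = activation above the mean of all tested compounds plus 3 SD, set per screening run, cut at about 8.8% in these data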;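 note: cells exposed to compound for 20 h before luminescence read; 0% = DMSO alone and 100% = MG132 at 30 µM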
14-3-3 Bad inh – inhibitors of 14-3-3 zeta/Bad binding, primary screen, biochemical, TR-FRET, bovine 14-3-3 zeta; 14-3-3 protein zeta/delta (Bos taurus), P63103; TR-FRET 14-3-3zeta/Dy647-pBad peptide displacement, 1 h; inhibition, % at 21.7 µM; 220,000 tested, 0.71% active;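 active = inhibition above about 70%, limit read from the data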;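 note: 0% = full 14-3-3 plus peptide FRET controls and 100% = background without 14-3-3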
Mdm2 ligase inh – MDM2-luciferase reporter signal enhancers, primary screen, MDM2 E3 ligase inhibitor project, cell-based, luminescence, 1536-well; E3 ubiquitin-protein ligase Mdm2 (Homo sapiens), Q00987; cell-based MDM2 ubiquitination luciferase reporter, 2 h; 0 = plate control, 100 = twice control, blank-subtracted; signal enhancement, % at 5 µM; 210,000 tested, 0.11% active;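 active = signal enhancement of 30% or more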;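 note: luminescence tracks abundance of the self-degrading MDM2-luciferase fusion protein; higher signal means inhibition of MDM2 E3 ligase activity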
Target sequence (Q00987 whole entry, looked up, the tested form may be a part): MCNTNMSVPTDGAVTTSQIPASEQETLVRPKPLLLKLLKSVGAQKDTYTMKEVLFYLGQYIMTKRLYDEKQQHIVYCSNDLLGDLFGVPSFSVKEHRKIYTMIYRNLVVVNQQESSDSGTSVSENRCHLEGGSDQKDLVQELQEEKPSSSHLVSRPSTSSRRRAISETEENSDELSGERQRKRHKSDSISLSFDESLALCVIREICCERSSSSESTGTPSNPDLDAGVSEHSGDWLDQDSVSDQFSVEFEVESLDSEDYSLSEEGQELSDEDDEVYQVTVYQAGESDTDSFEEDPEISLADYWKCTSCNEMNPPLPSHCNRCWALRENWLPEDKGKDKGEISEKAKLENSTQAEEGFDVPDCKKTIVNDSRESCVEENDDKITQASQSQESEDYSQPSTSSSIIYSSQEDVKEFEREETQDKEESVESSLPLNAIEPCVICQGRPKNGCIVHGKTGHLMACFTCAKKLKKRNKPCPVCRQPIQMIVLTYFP
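Buffer or medium: Cells held in DMEM | Assay system: Stable mammalian line carrying autodegrading MDM2–luciferase fusion reporter | Quantity: 2000 cells/well | Times: 4 h settle plus 2 h compound, 37 °C | Doses: One concentration, 5 µM, with 0.2% DMSO | Technique: Luminescence with SteadyLite reagent, 15 min at room temperature | Benchmarks: Plate controls and plate blanks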
eIF4E-4G inh – eIF4E–eIF4G protein interaction inhibitors, primary screen, biochemical, uHTS, TR-FRET, eIF4GI fragment; Eukaryotic translation initiation factor 4E (Mus musculus) + Eukaryotic translation …; TR-FRET eIF4E-eIF4GI(517-606) binding, 2 h; 220,000 tested, 0.37% active; AID 782, 2007; inhibition, % at 21.7 µM;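 active = inhibition above about 30%, limit read from the data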;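 note: 0% = full FRET control wells and 100% = background wells lacking eIF4GI fragment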
hK5 inh – human KLK5 protease inhibitors, primary screen, biochemical, 1536-well | Kallikrein-5 (Homo sapiens), Q9Y337 | recombinant hK5, fluorogenic AMC substrate cleavage | inhibition, % at 5 µM | 210,000 tested, 0.59% active;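 active = inhibition of 40% or more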;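 note: 0% = enzyme controls without compound and 100% = no-enzyme blanks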
FXIa inh 1536 – human FXIa protease inhibitors, primary screen, biochemical, 1536-well. Coagulation factor XI (Homo sapiens), P03951. purified FXIa, Boc-Glu-Ala-Arg-AMC fluorogenic substrate. inhibition, % at 5 µM. 220,000 tested, 0.14% active;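 active = inhibition of at least 40%; inactive = inhibition below 40%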;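 note: fluorescence of freed AMC excited at 355 nm; 0% = enzyme without compound and 100% = no enzyme blank; many of its hits are not listed in these tables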
Rad51 HR inh – human RAD51 strand exchange inhibitors, primary screen, biochemical, fluorescence; DNA repair protein RAD51 homolog 1 (Homo sapiens), Q06609; hRad51 DNA strand exchange, fluorescence dequenching; inhibition, % at 10 µM; 200,000 tested, 0.085% active;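 active = inhibition above 40% at the single screening dose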;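 note: 0% = DMSO control wells and 100% = blanks with heterologous ssDNA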
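material = hRad51 filaments on single-stranded DNA | reagent = Donor/quencher-labelled 47-bp dsDNA substrate | compound = 10 µM final, single point | schedule = strand-exchange reaction 15 min at room temperature | measured by = fluorescein emission 520 nm, excitation 485 nm | read-out basis = % inhibition versus plate control and blank means | benchmarks = plate controls and plate blanks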
* marks the source's active call; other numbers are inactive results; nt = not tested or not shown; [ ] = remark or other dose.

SMILES	p97 ATPase inh	FXIIa inh	Wee1 degr inh	14-3-3 Bad inh	Mdm2 ligase inh	eIF4E-4G inh	hK5 inh	FXIa inh 1536	Rad51 HR inh
COc1cc2c(cc1OC)C(Cc1ccc(O)cc1)N(C)CC2 (stereo not drawn)	-3	6	0	2	-8	6	-14	3	-1
CCCC(=O)Nc1ccccc1-c1nnn(CC(=O)Nc2ccc(OCC)cc2)n1	-2	11	-1	6	-22	1	15	7	1
O=C1c2ccccc2C(Nc2ccc(-c3nc4ccccc4[nH]3)cc2)N1Cc1ccco1 (stereo not drawn)	14	11	-1	-5	-3	3[fluorescence artefact?]	1	1	-1
COc1ccc(OC(C)C(=O)N2CCOCC2)cc1 (stereo not drawn)	-3	-5	1	-4	-3	6	6	4	2
CCC(=O)NNc1cc(=O)c2c(=O)n(C)c(=O)n(C)c2[nH]1	2	0	-2	-8[fluorescence artefact?]	-10	-6[fluorescence artefact?]	4	-5	-2
Cc1cc(F)ccc1S(=O)(=O)N(C(=O)c1ccncc1)c1ccc(OC(=O)c2ccncc2)cc1	-1	7	-1	-3	-29	-3	3	8	-7
S=C(N/N=C1\CCc2ccccc21)NC1CCCCC1	-9	4	0	-6	-15	1	13	-2	4
CCCCCc1ccc(S(=O)(=O)NCCc2ccncc2)cc1	-2	11	-2	-11	-9	0	-22	-7	-6
Cc1ccccc1CS(=O)(=O)CCC(=O)NCc1ccccn1	-2	13	5	2	-2	1	5	-16	5
COc1ccccc1-c1cc(C(F)(F)F)n2ncc(S(=O)(=O)c3ccccc3)c2n1	0	-10	0	4	-5	3	-8	-9	8
COc1ccc(-c2cn(-c3ccc(SC(F)F)cc3)c3[n+]2CCC3)cc1OC	3	2	3	-1	nt	-5	-25	1	nt
Cc1ccccc1NC(=O)CSc1nc(O)cc(=O)n1C	7	9	-2	-1	2	-2	3	1	nt
N#Cc1ccc(NC(=S)Nc2ccccc2)cc1	-8	19	1	4	-12	-23	-17	4	-8
CCCCn1c(SCC(=O)NCc2ccccc2)nc2ccc(N3CCOCC3)cc2c1=O	-1	2	2	-13	-19	-17	-18	-8	4
O=C(NCCO)C1CCN(C(=O)c2ccc(-c3ccccc3)cc2)CC1	2	3	4	-3	-2	-1	-3	-1	10
Cc1c(OCc2ccccc2)c(=O)ccn1Cc1ccc(Cl)cc1	0	7	0	6	-8	1	0	0	-2
COC(=O)COc1ccc(S(=O)(=O)Nc2ccc3c(c2)OCO3)cc1Cl	1	-9	-2	12[fluorescence artefact?]	1	3[fluorescence artefact?]	0	-10	0
O=C(OCCn1cncn1)c1cc2ccccc2oc1=O	4	-5	3	17	-21	-10	-9	-7	10
Cc1ccccc1NC(=O)NCC1CCCO1 (stereo not drawn)	1	10	-3	-6	-16	7	26	0	42*
C/C(Cl)=C/CSc1nn2c(=O)c3ccccc3nc2s1	-1	23	1	20[fluorescence artefact?]	-25	1	-18	18	0
CCC(C)NC(=O)Nc1ccc(Br)cc1Cl (stereo not drawn)	5	5	-1	-4	-13	1	nt	2	-11
CCN(CC)S(=O)(=O)c1ccc(/C=C/C(=O)Nc2ccccc2N2CCOCC2)cc1	0	12	0	-1	-13	1	5	4	18
COCC1CCCN(Cc2nc(Cc3ccccc3)no2)C1 (stereo not drawn)	1	1	-1	-4	-9	2	-10	-7	-11
NS(=O)(=O)c1ccc(CCNC(=O)Cc2ccc(S(=O)(=O)N3CCCC3)s2)cc1	7	7	0	3	3	6	-5	-2	-9
CCC1(COC(=O)Nc2cccc(Cl)c2)COC1	-5	-10	1	-5[fluorescence artefact?]	-10	-2	-24	-9	-2

Next section (4 carried over from the part before).
SMILES	p97 ATPase inh	FXIIa inh	Wee1 degr inh	14-3-3 Bad inh	Mdm2 ligase inh	eIF4E-4G inh	hK5 inh	FXIa inh 1536	Rad51 HR inh
CCN(CC)S(=O)(=O)c1ccc(/C=C/C(=O)Nc2ccccc2N2CCOCC2)cc1	0	12	0	-1	-13	1	5	4	18
COCC1CCCN(Cc2nc(Cc3ccccc3)no2)C1 (stereo not drawn)	1	1	-1	-4	-9	2	-10	-7	-11
NS(=O)(=O)c1ccc(CCNC(=O)Cc2ccc(S(=O)(=O)N3CCCC3)s2)cc1	7	7	0	3	3	6	-5	-2	-9
CCC1(COC(=O)Nc2cccc(Cl)c2)COC1	-5	-10	1	-5[fluorescence artefact?]	-10	-2	-24	-9	-2
Cc1ccc(NC(=O)COC(=O)c2ccn(C)n2)cc1	2	12	0	-3[fluorescence artefact?]	-1	2	5	2	-5
COC(=O)CSc1nnc(CNC(=O)c2cc(OC)c(OC)c(OC)c2)n1C	-2	6	-1	4	0	-1	-3	4	6
Cc1cc(C)c(OCC(=O)Nc2ccc(NC(=O)c3ccco3)cc2)c([N+](=O)[O-])c1	4	12	-1	-7	-2	-1	-5	8	0
COc1ccccc1N(CC(O)COc1c(C)cc(C)cc1C)S(=O)(=O)c1ccccc1 (stereo not drawn)	-4	11	-1	-4	-2	-7	-11	8	3
NC(=O)CC(NC(=O)c1ccccc1)c1ccc(NCCOc2ccccc2)c([N+](=O)[O-])c1 (stereo not drawn)	nt	9	nt	-3	0	4	2	2	2
OCc1ccc(O)c2ncccc12	4	-1	6	6	-19	-9	-254	-9	1
CCN(CC)CCNC(=O)c1ccc(Sc2ccc(C)cc2)c(NC(C)=O)c1	4	11	0	1	nt	4	nt	1	nt
O=C(NNC(=S)NC(=O)c1sc2ccccc2c1Cl)c1ccc(Cl)cc1	8	27	-1	-6	-13	7	-87	18	-16
C[C@@H](C(=O)OCC(=O)Nc1cc(S(=O)(=O)N2CCOCC2)ccc1Cl)N1C(=O)C2CCCCC2C1=O (stereo partly drawn)	2	7	-1	-4	2	-1[fluorescence artefact?]	-21	5	0
C=CCN1CN(CCc2ccccc2)CNC1=S	1	9	0	-4	3	-11	-7	3	9
COCCCNC(=O)CC(NS(=O)(=O)c1ccc(F)cc1)c1ccc(OC)cc1 (stereo not drawn)	3	-10	0	-6[fluorescence artefact?]	-16	2	-19	-11	-7
CCN1CCN(C(=O)c2ccc(CN(c3ccc(C)c(C)c3)S(C)(=O)=O)cc2)CC1	-3	20	-3	-3	-15	-3	16	11	nt
Cc1sc2ncnc(SCC(=O)c3ccc(O)cc3O)c2c1C	-6	4	0	24	nt	-41	6	1	-2
C[C@H]1CC[C@@]2(O[C@H](CCO)C[C@@H](O)[C@@H]2O)O1	5	3	9.4*	-1	nt	3	-2	-3	2
Cc1csc(SC(C)c2nc3scc(-c4ccccc4)c3c(=O)[nH]2)n1 (stereo not drawn)	1	3	0	0	nt	-13	1	-2	40*
CN(CCc1cnn(C)c1)Cc1cn(C)nc1-c1ccc2c(c1)OCCO2	4	7	-2	-13	8	-4	-1	-3	-1
CCCn1nc(C(=O)OCC(=O)c2c(N)n(C)c(=O)n(C)c2=O)c2ccccc2c1=O	-1	8	-3	-3	-6	-4	1	-2	5
Clc1ccccc1-c1nn2c(-c3ccncc3)nnc2s1	5	2	0	7	-14	6	-6	-5	-5
Cc1ccc(Cn2c(=N)c(C(=O)NCc3ccco3)cc3c(=O)n4ccccc4nc32)cc1	5	19	-2	-6	-9	1[fluorescence artefact?]	41*	13	nt
Cc1ccc(S(=O)(=O)Nc2ccccc2/C=N/c2nc3ccccc3n2C(C)C)cc1	-7	6	1	4	nt	5[fluorescence artefact?]	-20	8	nt
COC(C/C=C/[C@@H](O)COCc1ccccc1)OC	nt	37	nt	-5	-12	-4	46*	28	-5
COc1ccccc1/C=C(\NC(=O)c1ccc(OC)c(OC)c1)C(=O)Nc1cc([N+](=O)[O-])ccc1C	4	7	10*	-17	-7	-5	-25	3	7
Cc1cc(OC(=O)Cc2cccc3ccccc23)c([N+](=O)[O-])c(=O)[nH]1	1	0	-3	-4	-3	14	-10	-3	2
Cn1cc(C(=O)NCc2cccs2)c(=O)c2cc(S(=O)(=O)N3CCCC3)ccc21	-2	3	1	9	-1	3	-6	-2	nt
CCC(=O)N1CCN(CCN=CC2=C(O)CC(c3ccc(OC)cc3)CC2=O)CC1 (stereo not drawn)	3	4	-1	-4[fluorescence artefact?]	-3	3[fluorescence artefact?]	-7	-2	nt

Further compounds.
SMILES	p97 ATPase inh	FXIIa inh	Wee1 degr inh	14-3-3 Bad inh	Mdm2 ligase inh	eIF4E-4G inh	hK5 inh	FXIa inh 1536	Rad51 HR inh
CC(C)(C)c1ccc(S(=O)(=O)CCc2ccccn2)cc1	-1	-3	1	-1	-20	11	2	3	-7
COc1cc(-c2nnc(-c3ccco3)o2)ccc1OCc1ccccc1	2	7	-3	-2	-13	1	13	0	-4
COc1ccc(C2CC(c3cccs3)=NN2c2nc(C)c(C(C)=O)s2)cc1OC (stereo not drawn)	2	3	-3	-10	-2	1	-9	-3	18
Cc1cc(C)c(S(=O)(=O)/N=C2/C=C(Sc3ncn[nH]3)C(=O)c3ccccc32)cc1C	13	11	-3	76*[fluorescence artefact?]	13	26	-74	-4	-1
Cc1ccc(OCc2nnc(SCC(=O)Nc3ncc(C)s3)o2)cc1	-3	9	1	3	-7	-3	-5	-4	13
O=C(Nc1ccccc1)c1ccc(F)c(S(=O)(=O)N2CCOCC2)c1	5	-10	1	-9	-5	6[fluorescence artefact?]	-9	1	8
CCNS(=O)(=O)c1ccc(CCC(=O)NCc2ccc(C)cc2)cc1	2	-1	5	-1	-5	3	-5	-5	27
COc1ccc(-c2nn(CCC#N)cc2/C=N/O)cc1OC	5	6	4	-6	5	-1	-2	-9	0
CSCCC(NC(=O)c1ccoc1C)C(=O)O (stereo not drawn)	7	-2	2	8	-7	5	-21	-4	6
COc1ccc(C(=O)Nc2ccccc2N2CCOCC2)cc1[N+](=O)[O-]	2	8	-1	8	4	4	-4	27	20
O=C(CCN1CCCCCC1)Nc1ccccc1F	2	11	2	3	nt	3	-11	0	-2
Cn1c(N)c(C(=O)COC(=O)CSc2ccc(Cl)cc2)c(=O)n(C)c1=O	-3	8	1	-14	9	3	-6	-1	1
O=C(c1cnc2nc3ccccc3n2c1)c1cc(F)ccc1O	3	3	0	-6	-2	-1	-3	-2	nt
C=CCn1c(CNc2ccccc2)nnc1SCC(=O)N/N=C/c1ccccc1O	-1	15	0	11	-5	0	-13	8	14
Cc1ccc(C(=O)CSc2nsc(C)c2C#N)cc1	-2	15	0	-6	-7	12	-27	-9	2
COC(=O)CCc1c(C)[nH]c(=S)[nH]c1=O	9	7	-3	-13	-4	-3	-13	-4	8
